RXFP1 ag: RXFP1 (human) receptor agonism; Q9HBX9; HEK293T-RXFP1 cAMP TR-FRET, 30 min; response scale: percent of porcine relaxin response, buffer zero; Potency, µM (doses to about 57.5 µM), inactives show at the top dose activation, actives largely listed as activators; 0.3% of 370,000 active; AID 2676; active = well fitted activation curve with a large enough effect; inconclusive = small, poorly fitted or top-dose-only effect; note: potency is the fitted concentration of half-maximal effect; % is set by controls: 0 for no effect and ±100 for the full control effect; nearly all actives have a fitted effect of over 60% in size; many of its hits are not listed in these tables
Target sequence (Q9HBX9 whole entry, looked up): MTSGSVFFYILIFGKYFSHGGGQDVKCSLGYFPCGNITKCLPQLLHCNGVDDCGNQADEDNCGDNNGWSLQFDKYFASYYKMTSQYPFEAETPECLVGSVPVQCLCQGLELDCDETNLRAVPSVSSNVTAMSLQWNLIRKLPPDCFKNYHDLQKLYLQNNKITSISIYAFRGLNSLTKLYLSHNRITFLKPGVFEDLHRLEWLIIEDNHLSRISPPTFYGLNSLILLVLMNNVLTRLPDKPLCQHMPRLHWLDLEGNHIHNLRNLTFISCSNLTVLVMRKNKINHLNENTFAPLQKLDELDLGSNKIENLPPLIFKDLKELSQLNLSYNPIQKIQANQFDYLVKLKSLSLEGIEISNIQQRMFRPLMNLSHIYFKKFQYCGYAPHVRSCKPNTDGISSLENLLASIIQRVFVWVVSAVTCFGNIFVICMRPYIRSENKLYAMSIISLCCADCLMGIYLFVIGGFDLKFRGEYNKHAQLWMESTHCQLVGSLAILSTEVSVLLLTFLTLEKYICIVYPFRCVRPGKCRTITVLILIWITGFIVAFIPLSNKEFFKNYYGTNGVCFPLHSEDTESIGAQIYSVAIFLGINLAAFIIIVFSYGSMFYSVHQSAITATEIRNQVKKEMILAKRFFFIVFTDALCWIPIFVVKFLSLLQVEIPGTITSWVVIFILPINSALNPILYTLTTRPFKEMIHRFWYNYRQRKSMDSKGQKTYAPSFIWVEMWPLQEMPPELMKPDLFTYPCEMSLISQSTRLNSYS
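cAMP rise read by TR-FRET after 30 min, 37C compound exposure (up to 58 uM) in RXFP1-transfected HEK293 cells with Ro 20174 present. EC50 from Hill-equation fits, with 29 nM porcine relaxin as 100% and buffer as basal.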
D2 potentiator: D2 dopamine receptor (human) potentiation; HEK293 T-REx D2, calcium flux, EC20 dopamine potentiation; 0.34% of 340,000 active; potentiation, % at 10 µM; AID 485347; P14416;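 active = potentiation over 3 SD above the plate norm, cut at about 30% in these data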; note: 0% is about no effect
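Potentiation of an EC20 dopamine calcium response measured kinetically over 180 s, after a preceding 180 s compound-only read flagging agonists. Cells: inducible Hek293 Trex D2 line, 4000/well, cultured overnight at 30 C before dye loading.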
D2 antag: antagonists of human D2 dopamine receptor. HEK293 TREx D2 cells, calcium flux, dopamine EC80. inhibition, % at 10 µM. 2% of 340,000 active; in the data active = inhibition above about 30%; note: 0% is about no effect
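Compounds are added to dye-loaded, induced HEK293 T-REx cells coupled to calcium release via D2; after a 3 min kinetic read an EC80 dopamine stimulus is given and fluorescence is recorded for 3 more min.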
RXFP1 antagonist: antagonists of human relaxin receptor RXFP1; activity change, negative = inhibition, % at 57.5 µM; 0.59% of 350,000 active; HEK293-RXFP1, relaxin-stimulated cAMP HTRF, 30 min; stronger effect = lower value;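 active = activity change of -60% or lower, but not beyond a set lower limit; inconclusive = change between -60% and -40%, or beyond the set limit; inactive = change above -40%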; note: % is set by controls: 0 for no effect and ±100 for the full control effect
D1 ag: human D1 receptor agonism; activation, % at 2 µM; P21728; HEK293 T-REx D1 cells, calcium flux, agonist mode; AID 504660; 1% of 360,000 active; in the data active = activation above about 30%; note: 0% is about no effect
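Agonism was scored from calcium flux recorded over 180 s (1 read/s) after pintool compound addition, following a 10-cycle baseline. Cells were inducible force-coupled HEK293 TREx D1, plated overnight at 30 C and loaded with no-wash calcium dye.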
D2 agonist: D2 dopamine receptor (human) agonism | P14416 | HEK293 T-REx D2 cells, calcium flux agonist mode | activation, % at 2 µM | 0.53% of 340,000 active | AID 485358;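 active = activation over 3 SD above normal in the single-dose calcium agonist read, cut at about 30% in these data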; note: 0% is about no effect
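Calcium-flux readout, 1 cycle/sec over 180 s following compound pin transfer, in inducible HEK293 Trex D2 cells (force-coupled); dopamine controls included. Positive calcium responses during this window marked compounds as potential agonists.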
TRHR enhancer: allosteric enhancers of human TRH receptor | enhancement, % at 2 µM | 0.66% of 360,000 active | P34981 | TRHR cells, fluo-8 calcium fluorescence, EC20 TRH enhancement; in the data active = enhancement above about 30%; note: 0% is about no effect
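TRHR-expressing cells loaded with fluo-8 calcium dye were read kinetically (ex 480/em 530) during compound addition, then stimulated with an EC20 of TRH (10 nM final). Enhancement of the Gq-mediated intracellular calcium response was scored.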
D1 PAM: enhances dopamine response at the human D1 receptor. P21728. potentiation, % at 10 µM. 0.036% of 360,000 active. HEK293 TREx D1 cells, calcium flux, dopamine EC20 potentiation; in the data active = potentiation above about 30%; note: 0% is about no effect
D1 antag: blocks dopamine activation of the human D1 receptor; activity change, negative = inhibition, % at 10 µM; AID 504652; 3.2% of 360,000 active; P21728; HEK293 TREx D1 cells, calcium flux, dopamine EC80; stronger effect = lower value; in the data active = activity change below about -30%; note: % is set by controls: 0 for no effect and ±100 for the full control effect
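Calcium flux readout: force-coupled, inducible Hek293 Trex D1 line, cells induced overnight at 30 C with tetracycline, dye-loaded 30–90 min at RT. Antagonism scored against EC80 dopamine challenge given 180 s after compound.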
Starred values were filed as active, the others as inactive; ? = inconclusive; nt = not tested or not shown; & = joins results of further samples; ! = not active in a repeat. Only part of the results is shown. The share of hits here may be higher or lower than overall.

SMILES	RXFP1 ag	D2 potentiator	D2 antag	RXFP1 antagonist	D1 ag	D2 agonist	TRHR enhancer	D1 PAM	D1 antag
Cc1ccc(NS(=O)(=O)c2cccc(C(=O)O)c2)cc1S(=O)(=O)N1CCOCC1	1.1%	4	-7	33	0	-2.6	1	2	-4
COc1ccc(NC(=O)Cn2cc(S(=O)(=O)c3ccc(C)cc3)c(=O)c3ccccc32)cc1OC	1.9%	-22	nt	nt	4	-0.2	1	-2	-3
CN(CC(=O)Nc1ccccc1Cl)C(=O)COC(=O)c1cc(S(=O)(=O)N(C)C)ccc1N1CCCC1	1.6%	nt	nt	-7	8	nt	2	-4	-5
COc1cccc(Cn2cccc(NC(=O)Nc3cccc(C#N)c3)c2=O)c1	-1.1%	0	3	17	9	1.4	8	-2	-4
COc1cc(/C=C/C(=O)O)cc(S(=O)(=O)Nc2ccc3nc(SC)sc3c2)c1OC	-0.1%	-1	-1	-13	3	-0.5	0	-1	5
COc1ccc(OCC(=O)Nn2c(-c3cccc(OC)c3)nc3ccccc3c2=O)cc1	1.5%	7	7	1	2	0.4	2	12	8
Cc1nnc(Sc2cc(NCCO)c([N+](=O)[O-])c3nonc23)s1	20%	2	12	-82*	0	-0.3	-5	1	15
COc1ccc(OC)c(CNC(=O)c2cc3c(-c4ccc(OC)c(OC)c4)nn(C)c3s2)c1	9.4%	-1	nt	-16	2	-0.8	-2	2	-1
CCOc1c(Cl)cc(CNCC(C)C)cc1OC	-0.1%	-10	1	5	7	1.0	10	3	4
CCCn1cc(S(=O)(=O)c2cc(C)ccc2C)c(=O)c2cc(F)c(N3CCN(CC)CC3)cc21	-0.8%	-28	nt	-1	-1	2.2	4	7	9
COC(=O)C(C(C)=O)C1=C/C(=N\S(=O)(=O)c2ccc(C)cc2)c2ccccc2C1=O (configuration not stated)	1.0%	-4	-4	-9	0	0.7	3	-9	-16
CCOc1ccc(CC(=O)N2N=C(C)CC2(O)C(F)(F)F)cc1 (configuration not stated)	0.6%	-27	6	-9	3	0.7	-4	-4	1
CC(C)Oc1ccc(CNC(=O)C2CCCCN2S(=O)(=O)c2ccc(F)cc2)cc1 (configuration not stated)	1.2%	-6	nt	-16	4	-0.1	13	-6	-40*
COc1ccc(NC(=O)N2CCCc3cc(C)ccc32)c(OC)c1	0.3%	1	2	5	5	-0.7	11	-2	-9
O=C1CSC(=Nc2ccc(F)cc2)N1	-1.6%	11	-7	3	1	-1.0	-13	-9	-8
Cc1c(NS(=O)(=O)c2ccc(N=NN(C)C)cc2)c(=O)n(-c2ccccc2)n1C	0.8%	10	-12	6	0	0.1	7	5	-16
CC(C)c1ccccc1NC(=O)c1ccccc1NC(=O)C1CCCCC1	0.7%	-3	-1	-15	1	-0.5	-15	-12	2
Cc1ccc2c(c1)N(CC(=O)Nc1ccccc1F)C(=O)CO2	0.1%	8	9	-2	10	-0.1	1	0	-2
C#CCOCCOCCOCCNc1nc(N2CCN(C(=O)CCCCCCCCCCNC(=O)[C@H](CCCCN)n3cc(CCCC(=O)O)nn3)CC2)nc(N2CCN(C(=O)CCCCCCCCCCNC(=O)[C@H](CCCN=C(N)N)n3cc(C[C@@H](C)CC)nn3)CC2)n1	0.0%	2	-6	nt	4	6.3	-2	12	18
COc1ccc(/C=C/c2c(-c3ccc(OC)cc3)oc3ccc(-c4ccc(OC)cc4)cc23)cc1	12%	2	9	nt	2	-0.1	-8	3	-5
Cc1cccn2cc(-c3cc4ccccc4oc3=O)nc12	-1.3%	14	6	4	1	-5.9	9	-2	10
COc1cc(NC(=O)COC(=O)CSc2cc(C)ccc2C)c(C)cc1[N+](=O)[O-]	0.3%	5	0	-6	13	-0.4	3	-9	-29
COC(=O)C1=C(C)N(Cc2ccccc2)C(=NCCc2c[nH]c3ccccc23)N[C@H]1c1cccc(C(F)(F)F)c1	2.6%	nt	nt	nt	12	nt	2	-4	6
O=C/C(=C\Nc1ccc(Cl)cn1)c1nc2ccccc2o1	4.0%	2	-14	-31	0	0.6	-2	-3	-3
COc1cccc(CC(=O)OCC(=O)NC(C)c2ccc(F)cc2)c1 (configuration not stated)	-0.1%	1	-4	9	4	0.1	-2	-3	6
COc1ccc(S(=O)(=O)N2CCCCC2)cc1NC(=O)C1CC(=O)N(c2ccc3c(c2)OCCO3)C1 (configuration not stated)	-0.1%	1	3	-16	8	0.2	-2	-1	5
O=C(COC(=O)/C=C/c1cccc([N+](=O)[O-])c1)NCCCN1CCCC1=O	0.4%	-2	5	-10	0	-0.1	-3	-2	-7
O=C(c1ccco1)N1N=C(c2ccc(Br)cc2)CC1(O)C(F)(F)F (configuration not stated)	0.3%	-8	13	?	6	3.4	19	-5	-46*
CC(=O)c1sc(NC(=O)CS(=O)(=O)c2ccc(F)cc2)nc1C	3.7%	9	2	-10	7	0.5	-4	-4	10
CC1CC(C)CN(c2ccc(C(=O)NCc3ccc4c(c3)OCO4)cc2[N+](=O)[O-])C1 (configuration not stated)	0.7%	-12	-10	1	2	-0.1	-3	0	18
O=C1CNC(=O)/C(=C\c2ccccc2)N1	-1.5%	11	nt	-2	2	nt	5	0	4
Cc1cc(C)c(Cn2c(=O)n(CCC(=O)NCc3ccc4c(c3)OCO4)c(=O)c3ccccc32)c(C)c1	15%	-2	nt	nt	-1	0.2	15	10	-24
O=C(Nc1ccc(Cl)c(S(=O)(=O)N2CCCCC2)c1)c1cccnc1	2.1%	-5	15	-23	8	-0.7	2	-8	-21
O=C1C(=O)c2ccccc2C(O)=C1c1ccccc1F	-4.0%	2	23	-7	-1	-2.6	-2	-2	-8
CCCCC(=O)Nc1ccc2nc(SCC(=O)N3CCc4ccccc43)sc2c1	0.1%	3	nt	nt	1	-2.2	-1	-1	-4
O=C(NCc1ccc(F)cc1)C(=O)NCC(c1ccc2c(c1)OCO2)N1CCOCC1 (configuration not stated)	-0.1%	-2	nt	-4	0	1.3	5	1	4
O=C(C/C=N/OCc1c(Cl)cccc1Cl)c1cnc(-c2ccccc2)s1	0.0%	6	-17	-10	1	-0.3	7	-2	2
CCC(C(=O)NCCC1=CCCCC1)n1nc(C)c2c(C)n(-c3ccccc3)nc2c1=O (configuration not stated)	1.5%	-9	1	14	0	-1.7	0	1	2
COc1ccc(S(=O)(=O)c2cn(C)c3ccc(C)cc3c2=O)cc1	5.1%	-4	nt	-2	-1	0.0	5	-2	8
Cc1cnn(-c2cc(N/N=C/c3ccccc3Cl)ncn2)c1	-2.5%	7	12	-3	1	0.6	7	-3	11
Cc1cc(C)cc(NC(=O)CSc2nnc(CNC(=O)c3ccco3)n2C)c1	-1.0%	12	3	5	2	0.4	13	-2	-12
Nc1ccn([C@H]2CC[C@@H](CO)O2)c(=O)n1	-1.6%&-0.2%	5&-2	37*!	8	3&4	-0.2&4.2	-7&-3	-2&-8	2&-5
COc1cc(NS(=O)(=O)c2ccc(C(=O)O)cc2)c2nc(C)ccc2c1	nt	nt	nt	nt	1	nt	-1	11	19
O=C(c1ccco1)N1CCN(Cc2cc(=O)oc3cc(O)ccc23)CC1	4.1%	-5	11	4	1	0.1	-6	0	-3
CCN(CC)S(=O)(=O)c1cc(NC(=O)CSc2nccn2C)ccc1C	1.7%	1	-19	0	7	-2.7	-8	-8	13
CSc1ncccc1C(=O)OCC(=O)NC1CCCC1	1.0%	4	15	5	0	0.1	-4	nt	-23
COC(=O)C1=C(C)NC(=O)NC1C1CC=CCC1 (configuration not stated)	-1.8%	7	-16	24	2	0.4	-11	-3	-3
O=S(=O)(c1ccc2c(c1)OCCO2)N1C[C@@H]2C[C@H]1CN2S(=O)(=O)c1c(F)cccc1F	nt	nt	nt	nt	2	nt	2	1	7
CC(=O)c1ccc(NC(=O)C2C3C=CC(O3)C2C(=O)O)cc1 (configuration not stated)	0.5%	8	-3	-7	-1	-0.2	15	0	4
Cc1nn(-c2ccccc2)c2c1cc1c(=O)[nH]c(=O)nc-1n2-c1cccc(C(F)(F)F)c1	14%	16	nt	nt	1	-0.5	11	1	34
O=C(OCn1nnc2ccccc2c1=O)c1ccc(Br)o1	0.7%	-1	-3	-21	3	-0.6	33*	-1	4
O=C(O)COc1c(Cl)cc(/C=C2\NC(=O)NC2=O)cc1Br	-1.4%	-2	-2	-13	1	-0.7	-3	-7	-4
CC(Oc1ccccc1)C(=O)Nc1nnc(S(=O)(=O)N(C)c2ccccc2)s1 (configuration not stated)	2.7%	-11	11	-4	9	5.6	-3	3	1
Cc1cc2nc(-c3ccc(NC(=O)c4cccnc4)cc3)oc2cc1C	3.2%	11	10	0	2	0.6	17	-2	10
CCOC(=O)c1c(C)[nH]c(C(=O)COC(=O)c2ccc(O)cc2)c1C	14%	-4	3	6	4	-0.3	-6	1	0
O=C(O)/C=C/C(=O)NCCc1ccccc1	0.5%	-21	61*	0	1	78*	-4	-9	-20
COc1ccc(OCC(=O)NCC2(N3CCN(C)CC3)CCCCC2)cc1	-0.7%	-25	nt	-5	5	2.1	-12	-1	11
CCc1nnc(NC(=O)c2cccc(C(=O)Nc3nnc(CC)s3)n2)s1	-2.3%	6	-9	-32	1	0.5	-4	-6	-15
O=C(CNC(=O)c1cccs1)NCC(=O)OCc1c(Cl)cccc1Cl	2.9%	-1	0	-21	0	0.2	-4	-2	-13
Cc1cccc(NC(=O)C2CCCN(C(=O)NC3CCCCC3)C2)c1C (configuration not stated)	0.1%	5	-17	-11	0	0.8	9	-4	9
More results:
SMILES	RXFP1 ag	D2 potentiator	D2 antag	RXFP1 antagonist	D1 ag	D2 agonist	TRHR enhancer	D1 PAM	D1 antag
CCCC12CN3CC(CCC)(CN(C1)C3C(O)C(O)C(O)CO)C2=O (configuration not stated)	2.1%	13	-37	3	2	-0.5	10	-4	16
CCCCNC(=O)CCN1N=C(c2ccccc2)CCC1=O	-0.1%	5	-3	-6	-1	1.9	3	-10	10
CC1CCN(S(=O)(=O)c2ccc3c(c2)oc(=O)n3CC(=O)N2CCc3ccccc3C2)CC1	0.9%	3	5	nt	0	0.2	-4	nt	-65*
CCN(CC(=O)Nc1ccc2c(c1)OCCO2)C(=O)CCc1ccc(OC)cc1	0.6%	10	-4	-6	2	-0.4	3	-3	-2
CC1CCCCN1C(=O)COC(=O)c1cc([N+](=O)[O-])ccc1N1CCOCC1 (configuration not stated)	1.2%	-9	1	2	0	0.3	-8	-3	10

Full records from above. Values in the order: RXFP1 ag	D2 potentiator	D2 antag	RXFP1 antagonist	D1 ag	D2 agonist	TRHR enhancer	D1 PAM	D1 antag
CC1CCCCN1C(=O)COC(=O)c1cc([N+](=O)[O-])ccc1N1CCOCC1 (configuration not stated) is entered as 1.2%	-9	1	2	0	0.3	-8	-3	10
CCN(CC(=O)Nc1ccc2c(c1)OCCO2)C(=O)CCc1ccc(OC)cc1 is entered as 0.6%	10	-4	-6	2	-0.4	3	-3	-2

Screens: PubChem BioAssay, National Center for Advancing Translational Sciences (NCATS)
